# Source: PubChem
# TRHR PAM = allosterically enhances the human TRH receptor; P34981; TRHR cells, fluo-8 calcium fluorescence, EC20 TRH enhancement; enhancement, % at 2 µM; 0.66% of 360,000 active; AID 493056; in the data active means enhancement above about 30%; further: 0% is about no effect
# Target sequence (P34981 whole entry, looked up): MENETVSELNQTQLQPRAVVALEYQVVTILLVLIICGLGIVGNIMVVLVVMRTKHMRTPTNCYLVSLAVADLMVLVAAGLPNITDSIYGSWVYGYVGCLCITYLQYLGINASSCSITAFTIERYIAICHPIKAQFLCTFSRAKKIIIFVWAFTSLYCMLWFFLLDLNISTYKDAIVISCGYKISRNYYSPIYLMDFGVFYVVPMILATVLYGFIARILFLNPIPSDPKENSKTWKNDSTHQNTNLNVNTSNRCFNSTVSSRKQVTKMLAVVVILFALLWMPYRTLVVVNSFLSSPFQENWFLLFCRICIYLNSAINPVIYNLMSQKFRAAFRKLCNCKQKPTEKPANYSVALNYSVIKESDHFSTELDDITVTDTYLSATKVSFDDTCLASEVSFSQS
#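 Enhancer read-out: after compound pinning and an initial kinetic agonist-mode read, an EC20 of TRH (10 nM final) was injected and fluo-8 calcium signal (Ex 480/Em 530) followed at 1 s/cycle for 100 cycles in TRHR-expressing cells.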
# TRHR agonist = agonists of human TRH receptor; TRHR cells, calcium flux fluo-8, FDSS agonist mode; activation, % at 2 µM; P34981; 0.18% of 360,000 active; AID 493084; further: 0% is about no effect
#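 Agonist-mode FDSS calcium read (Ex 480/Em 530, 1 s cycles) in 1536-well TRHR cells with fluo-8 dye, after 10-cycle baseline and 23 nL compound addition; TRH at EC20 (10 nM final) added afterwards for the enhancer phase.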
# RXFP1 antagonist = RXFP1 (human) relaxin receptor antagonism | Q9HBX9 | HEK293-RXFP1, relaxin-stimulated cAMP HTRF, 30 min; stronger effect = lower value | activity change, negative = inhibition, % at 57.5 µM | 0.59% of 350,000 active;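 active means activity change of -60% or lower, but not beyond a set lower limit; inconclusive means change between -60% and -40%, or beyond the set limit; inactive means change above -40%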; further: on the % scale 0 is the no-effect control and ±100 the full control effect
# D1 ag = human D1 receptor agonism | P21728 | activation, % at 2 µM | 1% of 360,000 active | HEK293 T-REx D1 cells, calcium flux, agonist mode; further: 0% is about no effect
# Target sequence (P21728 whole entry, looked up): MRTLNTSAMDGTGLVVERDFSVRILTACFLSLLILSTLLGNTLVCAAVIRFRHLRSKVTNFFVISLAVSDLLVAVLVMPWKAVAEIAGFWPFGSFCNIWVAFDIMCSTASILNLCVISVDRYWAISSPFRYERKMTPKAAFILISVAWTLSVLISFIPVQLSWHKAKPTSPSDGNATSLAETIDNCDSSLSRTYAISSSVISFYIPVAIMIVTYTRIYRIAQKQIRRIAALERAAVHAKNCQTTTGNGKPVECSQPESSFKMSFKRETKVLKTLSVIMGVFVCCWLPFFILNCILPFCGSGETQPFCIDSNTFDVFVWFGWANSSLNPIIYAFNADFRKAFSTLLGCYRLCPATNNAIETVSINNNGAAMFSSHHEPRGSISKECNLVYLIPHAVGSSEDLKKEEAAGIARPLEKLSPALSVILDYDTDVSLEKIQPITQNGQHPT
#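 Agonism was scored from calcium flux recorded over 180 s (1 read/s) after pintool compound addition, following a 10-cycle baseline. Cells were inducible force-coupled HEK293 TREx D1, plated overnight at 30 C and loaded with no-wash calcium dye.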
# D2 potentiator = positively modulates the human D2 dopamine receptor allosterically | P14416 | HEK293 T-REx D2, calcium flux, EC20 dopamine potentiation | potentiation, % at 10 µM | 0.34% of 340,000 active | AID 485347;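 active means potentiation over 3 SD above the plate norm, cut at about 30% in these data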; further: 0% is about no effect
#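 Using a no-wash calcium dye in inducible, force-coupled HEK293 Trex cells expressing D2, we tracked fluorescence each second for 180 s after compound, then for 180 s after EC20 dopamine to detect augmented signalling.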
# D2 antagonist = D2 dopamine receptor (human) antagonism | P14416 | HEK293 TREx D2 cells, calcium flux, dopamine EC80 | inhibition, % at 10 µM | 2% of 340,000 active | AID 485344; in the data active means inhibition above about 30%; further: 0% is about no effect
#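 HEK293 T-REx D2 cells, tet-induced, calcium dye no-wash. Cpd pintool add, 180 s kinetic, then EC80 DA, 180 s kinetic. Ca flux read.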
# D2 ag = agonists of human D2 dopamine receptor | P14416 | HEK293 T-REx D2 cells, calcium flux agonist mode | activation, % at 2 µM | 0.53% of 340,000 active;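 active means activation over 3 SD above normal in the single-dose calcium agonist read, cut at about 30% in these data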; further: 0% is about no effect
#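 HEK293 Trex D2 cells, tetracycline-induced, o/n 30 C 5% CO2; no-wash Ca dye, RT 30–90 min; 10-cycle baseline, 23 nl cpd added, kinetic Ca read 180 s; agonist hits = positive Ca response.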
# D1 antag = human D1 dopamine receptor antagonism; 3.2% of 360,000 active; HEK293 TREx D1 cells, calcium flux, dopamine EC80; stronger effect = lower value; activity change, negative = inhibition, % at 10 µM; P21728; in the data active means activity change below about -30%; further: on the % scale 0 is the no-effect control and ±100 the full control effect
#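 Cells carrying a force-coupled, tetracycline-inducible human D1 receptor report calcium flux. Each well gets a 10 s baseline, compound with 180 s monitoring, then an EC80 dopamine stimulus with a second 180 s kinetic read.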
# D1 PAM = human D1 dopamine receptor positive modulation; P21728; HEK293 TREx D1 cells, calcium flux, dopamine EC20 potentiation; potentiation, % at 10 µM; 0.036% of 360,000 active; AID 504651; in the data active means potentiation above about 30%; further: 0% is about no effect
# * marks the source's active call; other numbers are inactive results; ? = inconclusive; · = no result given. Unless noted, no stated cut-off is given here; in the data, active means activation above about 30%; inactive means the rest.
No. | canonical_smiles | D1 PAM | D1 ag | RXFP1 antagonist | TRHR agonist | D2 antagonist | TRHR PAM | D1 antag | D2 potentiator | D2 ag
1 | Cc1ccc(N2C(=O)NC(=O)/C(=C\c3cc(C)n(-c4sc5c(c4C#N)CCCC5)c3C)C2=O)cc1 | -9 | 3 | -23 | 0.6 | 1 | -9 | -5 | -11 | 4.6
2 | COc1ccc(NC(=O)CN2C(=O)CN=C(c3ccccc3)c3ccccc32)c(OC)c1 | -1 | 1 | -15 | -0.2 | · | -3 | -15 | -9 | 1.0
3 | O=C1CC(=O)N(c2ccc3c(c2)OCO3)C(=O)N1 | 7 | 3 | 12 | 0.8 | -13 | -2 | -13 | 1 | 0.0
4 | Cc1cc(/C=C2/C(=O)NC(=O)N(Cc3ccco3)C2=O)c(C)n1-c1ccccc1O | 9 | 8 | ? | -1.1 | -3 | -4 | -15 | 4 | -1.6
5 | CCn1c(O)c(C(=O)CC2NCCc3ccccc32)c(=O)n(CC)c1=S (stereo unspecified) | -1 | 0 | -8 | 0.4 | -31 | 18 | 28 | 8 | -1.7
6 | Cc1ccc(C2N(c3cc(C)on3)C(=O)C3CCCN32)cc1 (stereo unspecified) | 3 | 1 | 2 | 0.6 | 7 | -10 | 6 | 11 | 1.5
7 | C=Cn1ccnc1P(=S)(c1nccn1C=C)c1nccn1C=C | -7 | 2 | -9 | 0.7 | 3 | -5 | -8 | -9 | 0.5
8 | CC(=NCc1ccco1)c1c(O)n(Cc2ccccc2)c(=O)[nH]c1=O | -6 | 4 | 1 | -0.2 | -68 | -4 | -4 | 5 | 1.1
9 | Cc1cc(Cl)ccc1C(=O)C1CCCN(Cc2ccon2)C1 (stereo unspecified) | -2 | 0 | -6 | -0.9 | -18 | 8 | -18 | -5 | 0.8
10 | O=C(O)Cn1cc(C(=O)c2ccccc2F)c2ccccc21 | -1 | 4 | 17 | 1.0 | -3 | 7 | 2 | 10 | 0.4
11 | CCn1ccnc1CN1CCCC(C(=O)c2ccc(SC)cc2)C1 (stereo unspecified) | -3 | 6 | -7 | 0.1 | -17 | 19 | -13 | 18 | 0.1
12 | CCC(C)NC(=O)CCC(=O)OC1O[C@H]2OC3(C)CC[C@H]4[C@H](C)CCC(C1C)C24OO3 (stereo partly specified) | -7 | 0 | -1 | 0.3 | -31 | -1 | -2 | 7 | -0.2
13 | CNC(=O)Oc1ccc2c(c1)C(=O)c1ccccc1CO2 | -2 | 1 | -3 | 0.2 | · | -5 | -8 | · | ·
14 | Cc1ccc(NP(=O)(Oc2ccccc2F)Oc2ccccc2F)cc1 | 0 | 4 | -10 | 0.6 | 6 | -7 | 4 | -3 | 0.7
15 | O=C(CCc1ccc(O)cc1)N1C[C@H]2C[C@@H](C1)c1cccc(=O)n1C2 | 2 | 2 | · | 0.9 | -4 | 3 | 5 | -4 | 0.8
16 | Cc1ccc(C(O)P(=O)(Oc2ccccc2)Oc2ccccc2)cc1 (stereo unspecified) | 4 | 0 | · | 0.2 | 9 | 7 | -2 | 4 | 0.0
17 | CC(C)N1CCN(Cc2cccc3c2OCO3)CC1CCO (stereo unspecified) | -5 | 1 | 8 | 0.7 | -9 | 13 | -1 | -8 | 0.5
18 | Cc1ccc(N2C(=O)NC(=O)/C(=C\C=C\c3ccco3)C2=O)cc1 | -1 | 5 | -25 | 6.8 | · | 13 | 13 | 0 | ·
19 | FC(F)(F)/C(=N\P(=S)(N1CCOCC1)N1CCOCC1)N1CCOCC1 | -4 | 3 | -20 | 1.1 | 5 | -1 | 8 | 30 | -0.1
20 | C=C(CC1CC(O)[C@]2(C)OC3CC4OC5C[C@]6(C)O[C@]7(C)CCC8OC9C[C@]%10(C)OC%11C(C)=CC(=O)OC%11CC%10OC9C[C@@H](C)C8OC7CC6O[C@]5(C)C/C=C\C4OC3CC2O1)C(=O)O (stereo partly specified) | -4 | -2 | · | -0.8 | -9 | 50* | 8 | -18 | 0.4
21 | COc1ccc2c(c1)c(C(=O)O)c(C)n2CC(C)C | -6 | 3 | -20 | 0.7 | 9 | 2 | 3 | 6 | 0.5
22 | Fc1ccc(N2CCN(Cc3cc4c(cc3Br)OCO4)CC2)cc1 | 3 | 9 | -37 | -0.4 | 0 | -12 | -2 | -3 | 1.5
23 | O=C(c1ccc2c(c1)OCO2)C1CCCN(Cc2ccc(F)c(F)c2)C1 (stereo unspecified) | -7 | 9 | -22 | -0.1 | 4 | -3 | -34* | -18 | 0.1
24 | C=CC1CN2CCC1CC2c1[nH]c2ccccc2c1CCO (stereo unspecified) | -5 | 2 | 4 | 0.6 | 5 | 29 | 20 | 1 | 0.7
25 | O=[N+]([O-])c1ccc(NC2CCCC2)c2ccncc12 | -1 | 13 | -7 | -1.3 | -5 | 35* | -22 | 1 | -0.7
26 | CN1C[C@@H]2C[C@@H](c3cccn3-c3ccccn3)N3CCC[C@@]23C1=O | 5 | 0 | -4 | -0.3 | · | 3 | 9 | · | ·
27 | COc1ccccc1Cn1c(SCC#N)nc2cc(C(=O)N3CCC4(CC3)OCCO4)ccc2c1=O | -8 | 3 | 1 | 0.5 | -8 | 3 | 9 | 17 | -0.1
28 | O=C(Cc1ccccc1)Oc1cccc(N2C(=O)CCC2=O)c1 | -1 | 6 | -5 | -0.3 | 10 | 7 | 2 | 7 | 1.0
29 | Cc1nn(Cc2ccc(Cl)cc2Cl)c(Cl)c1C(=O)O | -3 | 0 | 0 | -0.1 | -3 | 6 | -19 | 16 | -0.4
30 | Cc1cccc(OCC(=O)N2CCN(Cc3ccc4c(c3)OCO4)CC2)c1 | -4 | 2 | -3 | -0.6 | 9 | -6 | -21 | 5 | -1.6
31 | O=c1[nH]c(O)c(C=NCCc2ccccc2)c(=O)[nH]1 | -5 | 1 | 5 | 0.3 | -11 | -1 | -10 | -7 | 0.7
32 | CN1C(=O)C(Cc2c[nH]c3ccccc23)C(=O)N(C)C1=O | -1 | 5 | · | 1.6 | 3 | 5 | 5 | 13 | 1.2
33 | CCCC1=Nc2cc(C(=O)NC3CCC(C)CC3)ccc2Sc2ccccc21 (stereo unspecified) | -1 | 3 | -5 | 0.1 | · | 0 | 14 | -5 | ·
34 | Oc1ccc2c3c1OC1C(O)CC[C@@]4(O)[C@@H](C2)N(CC2CCC2)CC[C@]314 (stereo partly specified) | 2 | 1 | · | -0.3 | -2 | 3 | 9 | -2 | 0.9
35 | CN1C(=O)/C(=C\c2ccc(N3CCCCC3)o2)C(=O)NC1=S | -4 | 33* | 11 | 26 | 5 | -10 | -1 | 5 | 33*
36 | CS(=O)(=O)Nc1ccc(Cc2noc(-c3ccc4[nH]cc(CCN)c4c3)n2)cc1 | -2 | 0 | · | -0.2 | 40* | -3 | 6 | -6 | 9.3
37 | CC(Cc1cnccn1)NCc1c(C(=O)N2CCCCCCC2)nc2ccc(Cl)cn12 (stereo unspecified) | -1 | 1 | -4 | -0.5 | -7 | -9 | -6 | -8 | 0.7
38 | Cc1cccc(C#N)c1 | -1 | 0 | · | 0.4 | 23 | -2 | · | -6 | 0.3
39 | Cc1nc2cc(C(F)(F)F)ccc2n1C1CCN(Cc2nnnn2Cc2cccs2)CC1 | -7 | 21 | 2 | 5.4 | -17 | -10 | -8 | -5 | 3.1
40 | O=[N+]([O-])c1cc(F)c(N2CCCCCC2)cc1N1CCNCC1 | 2 | 2 | -10 | 0.4 | -2 | -3 | 5 | 19 | 2.1
41 | COC(=O)C1=C(c2ccc(OC(F)(F)F)cc2)C[C@@H]2CC[C@H]1N2C(=O)NC1CC1 | -5 | 1 | · | 0.1 | -14 | -2 | 2 | 10 | -0.1
42 | COc1ccc(NC(=O)N2CCC3(CC2)OCCO3)cc1OC | -3 | 1 | -3 | 0.4 | 6 | -2 | -2 | 18 | 0.5
43 | COc1ccc(OC)c([C@@H](O)[C@H](C)NC(C)(C)C)c1 | 7 | 2 | · | -0.4 | 19 | -6 | 5 | 7 | -1.6
44 | CCc1ccc(-c2nn(Cc3ccccc3)cc2C=O)cc1 | -5 | 1 | -23 | 0.2 | 35* | 4 | 9 | -4 | 0.9
45 | CCOP(=S)(OCC)Oc1cc(C)oc(=O)c1Cl | -2 | 3 | -21 | -0.3 | -35 | 14 | -2 | -1 | -0.1
46 | O=C(c1cc2c(s1)CCCC2)N1CCC2(CC1)OCCO2 | 1 | 0 | 14 | -2.4 | 13 | 6 | -6 | -14 | -0.6
47 | CC(=O)Nc1ccc(OC(=O)N(C)c2ccccc2)cc1 | -3 | 3 | 6 | 0.6 | -17 | 3 | 12 | -10 | 1.6
48 | O=C(COc1cccc(Cl)c1)N1CCN(CCc2ccncc2)CC1 | 0 | -1 | · | -1.0 | · | 3 | -7 | -6 | -0.8
49 | CCCCCP(=O)(O)c1ccccc1 | -4 | 4 | 17 | 0.8 | 6 | 6 | -7 | 12 | -0.4
50 | O=c1[nH]c(=O)n(-c2ccccc2)c(O)c1N=Nc1ccc(Br)cc1 | 3 | 1 | · | -3.7 | · | -5 | -2 | · | ·
51 | COc1ccccc1OCC(=O)Nc1ccc(Cl)cc1C(=O)c1ccccc1 | -3 | 6 | -22 | 0.0 | 8 | -7 | -4 | -5 | 0.4
52 | CCC12CN3CCN(CC(C3)/C1=N\O)C2 | -5 | 1 | -4 | -0.8 | -6 | -4 | -8 | -5 | -0.5
53 | CC(C)CC(NC(=O)C1CCCCC1)C(=O)N1CCC2(CC1)OCCO2 (stereo unspecified) | -1 | 2 | 6 | -0.6 | 2 | -4 | 19 | 1 | -1.7
54 | O=C(COc1ccc(Cl)cc1)NCCc1cnc[nH]1 | -3 | 2 | 6 | 0.1 | 6 | 4 | -15 | 2 | 0.0
55 | Cc1ccc(-n2c(O)c(C=Nc3ccccc3N)c(=O)[nH]c2=O)cc1C | 0 | 2 | -9 | 0.1 | -6 | 5 | -9 | -13 | 0.0

# Structures from the list above with a Cl atom, in the order listed:
No. | canonical_smiles | D1 PAM | D1 ag | RXFP1 antagonist | TRHR agonist | D2 antagonist | TRHR PAM | D1 antag | D2 potentiator | D2 ag
9 | Cc1cc(Cl)ccc1C(=O)C1CCCN(Cc2ccon2)C1 (stereo unspecified) | -2 | 0 | -6 | -0.9 | -18 | 8 | -18 | -5 | 0.8
29 | Cc1nn(Cc2ccc(Cl)cc2Cl)c(Cl)c1C(=O)O | -3 | 0 | 0 | -0.1 | -3 | 6 | -19 | 16 | -0.4
37 | CC(Cc1cnccn1)NCc1c(C(=O)N2CCCCCCC2)nc2ccc(Cl)cn12 (stereo unspecified) | -1 | 1 | -4 | -0.5 | -7 | -9 | -6 | -8 | 0.7
45 | CCOP(=S)(OCC)Oc1cc(C)oc(=O)c1Cl | -2 | 3 | -21 | -0.3 | -35 | 14 | -2 | -1 | -0.1
48 | O=C(COc1cccc(Cl)c1)N1CCN(CCc2ccncc2)CC1 | 0 | -1 | · | -1.0 | · | 3 | -7 | -6 | -0.8
51 | COc1ccccc1OCC(=O)Nc1ccc(Cl)cc1C(=O)c1ccccc1 | -3 | 6 | -22 | 0.0 | 8 | -7 | -4 | -5 | 0.4
54 | O=C(COc1ccc(Cl)cc1)NCCc1cnc[nH]1 | -3 | 2 | 6 | 0.1 | 6 | 4 | -15 | 2 | 0.0

# This is a subset; the hit share may differ from the screen's.
